# Screens as filed in PubChem BioAssay.
# MrgX1 ag: activates human MrgX1 receptor signaling; Q96LB2; MrgX1-HEK293 cells, Fluo-4 calcium fluorescence, agonist mode; hits give high values; B-score at 10 µM; actives 0.44% (n = 310,000); AID 588627;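 active = calcium response B-score plate-corrected fluorescence ratio at least 3 library SD, with starting fluorescence B-score inside 5 SD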
#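 Assay system: MrgX1-expressing HEK293 cells / Amount: fifteen thousand cells per well / Doses: test compound in the initial addition of three / Timing: cells plated overnight, dye loaded 0.5 h 37 °C, 0.5 h room temperature / Technique: kinetic calcium dye fluorescence, Fluo-4 NW / Control set: positive and negative controls per plate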
# ANO1 block: inhibitors of mouse TMEM16A calcium-activated chloride channel; Q8BHY3; HEK293 TMEM16A/YFP iodide influx fluorescence, ionomycin; normalized B-score (activity score, 25-100; higher = stronger inhibition) at 10 µM; actives 1.2% (n = 310,000);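 active = ratio plate-corrected score three or more library SD toward inhibition, starting fluorescence score within five deviations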;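 also: score derived from kinetic fluorescence span divided by baseline fluorescence per well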
# Target sequence (Q8BHY3 whole entry, looked up): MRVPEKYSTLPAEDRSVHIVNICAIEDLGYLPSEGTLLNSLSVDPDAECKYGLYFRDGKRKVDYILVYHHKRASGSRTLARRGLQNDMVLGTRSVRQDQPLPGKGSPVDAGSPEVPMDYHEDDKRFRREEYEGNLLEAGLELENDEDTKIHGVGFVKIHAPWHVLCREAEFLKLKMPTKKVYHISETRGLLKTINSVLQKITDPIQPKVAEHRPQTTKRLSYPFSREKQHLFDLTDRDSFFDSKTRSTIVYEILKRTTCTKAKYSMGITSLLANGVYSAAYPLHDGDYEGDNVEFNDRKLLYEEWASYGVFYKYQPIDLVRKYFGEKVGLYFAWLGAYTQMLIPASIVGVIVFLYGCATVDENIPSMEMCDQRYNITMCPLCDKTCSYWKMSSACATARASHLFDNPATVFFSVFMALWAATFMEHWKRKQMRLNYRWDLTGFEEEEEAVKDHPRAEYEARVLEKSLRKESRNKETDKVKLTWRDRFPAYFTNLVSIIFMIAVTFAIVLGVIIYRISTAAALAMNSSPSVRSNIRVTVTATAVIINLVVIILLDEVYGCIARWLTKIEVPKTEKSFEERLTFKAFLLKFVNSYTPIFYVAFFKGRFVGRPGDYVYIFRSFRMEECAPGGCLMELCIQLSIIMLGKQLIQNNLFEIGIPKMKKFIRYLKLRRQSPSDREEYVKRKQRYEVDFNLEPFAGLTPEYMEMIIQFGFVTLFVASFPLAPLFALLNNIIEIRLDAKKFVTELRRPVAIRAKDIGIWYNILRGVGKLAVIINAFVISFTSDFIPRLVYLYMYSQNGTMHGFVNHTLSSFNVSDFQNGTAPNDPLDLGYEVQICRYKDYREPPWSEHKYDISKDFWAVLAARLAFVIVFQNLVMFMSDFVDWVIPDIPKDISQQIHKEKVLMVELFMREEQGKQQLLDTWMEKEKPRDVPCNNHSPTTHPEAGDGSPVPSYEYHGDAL
# HDAC3 inhib: inhibitors of human histone deacetylase 3 | O15379 | recombinant HDAC3, fluorogenic peptide/trypsin coupled, fluorescence | inhibition, % at 8.3 µM | actives 0.15% (n = 320,000); in the data active = inhibition above about 26%, passing the limit was not always enough; inconclusive = no clear call, values can overlap the other calls
# TRPC6 inhibitor: mouse TRPC6 channel inhibition | Q61143 | actives 1.1% (n = 310,000) | B-score at 10 µM | HEK293-TRPC6, membrane potential dye, ACh-evoked depolarization; hits give low values;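 active = B-score under library mean minus 3 SD, initial fluorescence not abnormally high, positive integrated signal ratio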;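 also: B-score derived from integrated fluorescence ratio over the kinetic read; more negative B-score means stronger inhibition of depolarization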
# TMEM16A act: activates or potentiates the mouse TMEM16A chloride channel | B-score at 10 µM | HEK293 TMEM16A/YFP-H148Q/I152L, iodide quench fluorescence; hits give low values | Q8BHY3 | actives 0.3% (n = 340,000);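 active = fluorescence-ratio B-score plate-corrected deviation score at least 3 library SD below zero, with starting fluorescence score within 5 deviations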;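 also: channel opened by trigger with iodide after compound preincubation; score built on the fluorescence ratio of max minus min over baseline; more negative score means more quench and so TMEM16A activation or potentiation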
# SKKanGAS inh: inhibitors of SKKanGAS S. pyogenes growth in kanamycin (SK-promoter or general growth effect); BacTiter-Glo, 6 h; actives 1.3% (n = 300,000); inhibition, % at 7.5 µM; AID 1662;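 active = mean replicate score, as percent of positive control median, at least 50; inconclusive = mean below 50 but one replicate at or above 50; inactive = mean and every replicate below 50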;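 also: strain carries kanamycin resistance gene driven by streptokinase promoter and grows in 40 µg/ml kanamycin; loss of luminescence reflects streptokinase promoter inhibition or plain growth inhibition; 0% = median of DMSO wells and 100% = positive control at its reference dose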
# TRPC6 activator: mouse TRPC6 channel activation | HEK293-TRPC6 membrane potential dye fluorescence; hits give high values | B-score at 10 µM | actives 0.13% (n = 310,000) | AID 2550 | Q61143;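 active = B-score of the integrated fluorescence ratio above library mean plus 3 SD, and starting fluorescence ratio within library mean plus 5 SD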;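 also: higher score means more depolarization so channel activation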
# MrgX1 allo act: allosterically activates human MrgX1 receptor signaling. AID 588675. B-score at 10 µM. MrgX1-HEK293, Fluo-4 calcium flux, FDSS; hits give high values. actives 0.63% (n = 310,000). Q96LB2;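 active = plate-corrected calcium response at least 3 library SD above typical, normal starting fluorescence, not activating the receptor alone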;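 also: compound read alongside a low EC10 to EC30 dose of BAM8-22 agonist; peak minus trough fluorescence over baseline measured at the second addition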
# RGS4 act: potentiators or activators of RGS4; HEK293 M3R/inducible RGS4, carbachol calcium flux Fluo4; hits give low values; B-score at 10 µM; actives 0.92% (n = 310,000);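 active = B-score of the integrated calcium signal more than 4 SD below the library mean, with starting fluorescence not abnormally high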;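 also: negative B-score means reduced calcium response which marks RGS4 activation or potentiation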
#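 Material: M3R-expressing HEK293 line, RGS4 induced by doxycycline | Schedule: Overnight RGS4 induction, 30 min dye load 37 °C, 20 min compound RT | Measured by: Fluo4 fluorescence kinetic imaging of calcium | Read-out: Integrated calcium ratio converted to B score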
# RGS4 inh: human RGS4 inhibition. B-score at 10 µM. HEK293 M3R/RGS4 inducible, Fluo-4 calcium flux; hits give high values; triggered by carbachol at its EC20. AID 463165. actives 0.45% (n = 310,000);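 active = B-score, a plate-corrected calcium signal, over three deviations above library mean, with baseline fluorescence within five deviations of library mean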;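 also: RGS4 expression induced by doxycycline in cells with stable M3 receptor; B-score is computed from the integrated fluorescence ratio over baseline after carbachol; higher B-score means a larger calcium signal and so more RGS4 inhibition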
# MrgX1 antag: human MrgX1 receptor antagonism, primary screen; Q96LB2; MRGX1-HEK293 calcium flux, Fluo-4, BAM8-22 antagonism; hits give low values; B-score at 10 µM; actives 1.3% (n = 310,000);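 active = calcium-response B-score plate-corrected more than 3 library SD below zero, starting fluorescence within 5 deviations, no agonist response on first addition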;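 also: peak minus trough fluorescence over baseline after final BAM8-22 challenge near maximal dose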
# The depositor's hits bear a star; i = inactive; ? = inconclusive; . = not tested or not shown.
SMILES,MrgX1 ag,ANO1 block,HDAC3 inhib,TRPC6 inhibitor,TMEM16A act,SKKanGAS inh,TRPC6 activator,MrgX1 allo act,RGS4 act,RGS4 inh,MrgX1 antag
CSc1ccc(C2C3(C#N)C(N)=NC4(OCCO4)C23C#N)cc1 (stereo not drawn),i,i,-7,i,i,2,i,i,i,i,i
O=C(COC(=O)C1CC1)Nc1ccccc1Sc1ccccc1,i,i,8,i,i,6,i,i,i,i,i
CCc1c(C)c2ccc(O)c(CN3CCCC3)c2oc1=O,i,i,-339,i,.,8,i,i,i,i,i
CC1CCN(S(=O)(=O)c2ccc(C(=O)NCc3cccnc3)cc2)CC1,i,i,-1,i,i,-3,i,i,i,i,i
COc1cccc(NC(=O)C(OC(=O)c2cnc(C)cn2)c2ccccc2)c1 (stereo not drawn),i,i,-2,i,i,-1,i,i,i,i,-6.2*
CCCC(O)(c1ccc(CC)cc1)C(CN1CCOCC1)c1ccccc1 (stereo not drawn),i,i,12,i,i,-1,i,i,i,i,i
COc1ccc(C)cc1S(=O)(=O)N(CC(=O)N1CCCC1)c1ccc(C)cc1,i,i,5,i,i,1,i,i,i,i,i
OCCCCNCc1ccc(OCc2ccccc2Cl)cc1,i,i,1,i,i,4,i,i,-7*,i,i
Cc1c(CC(=O)O)c(=O)oc2cc(OCc3nn[nH]n3)ccc12,i,i,-100,i,i,5,i,i,i,i,i
COC(=O)[C@@H]1C[C@@]2(O)[C@@H](O)[C@@H](O)[C@@H](O)C[C@H]2N1CC(c1ccccc1)c1ccccc1,i,i,1,i,i,9,i,i,i,i,i
Cc1ccccc1NC(=O)CNc1ccc(Cl)c(C(F)(F)F)c1,i,i,2,i,i,0,i,i,i,i,i
COc1ccc(C)cc1N(CC(=O)Nc1ccc(S(=O)(=O)N2CCOCC2)cc1)S(C)(=O)=O,i,i,2,i,i,-2,i,i,i,i,-5.2*
CC(O)CNCc1cccc2ccccc12 (stereo not drawn),i,i,1,i,i,10,i,i,i,i,i
CC(C)CCNC(=O)c1c(CSc2ccc(Cl)cc2)noc1C(=O)NCc1ccccc1,i,i,4,i,i,29,i,i,i,i,i
CCOc1ccc(NC(=O)COc2cccc3c2CCN(Cc2cccnc2)C3=O)cc1,i,i,3,i,i,0,i,i,i,i,i
COc1ccc(/C=N/N=C/c2ccc(OC)c(O)c2)cc1O,i,i,12,i,i,1,i,i,i,i,i
COc1ccc(C(=O)Nc2ccccc2[N+](=O)[O-])cc1S(=O)(=O)N1CCOCC1,i,i,11,i,i,9,i,i,i,i,i
Cc1[nH]c(=O)[nH]c(=O)c1Cc1cccc2ccccc12,i,i,4,i,i,-16,i,i,i,i,i
Cc1cc([N+](=O)[O-])cc(/C=N\NC(=O)C2COc3ccccc3O2)c1O (stereo not drawn),i,i,5,i,i,106*,i,i,i,i,i
O=C(Cn1cc2c(n1)CCCC2)NCc1cccnc1,i,i,9,i,i,-3,i,i,i,i,i

# In a second layout: four of the compounds above.
# Every second line gives: MrgX1 ag | ANO1 block | HDAC3 inhib | TRPC6 inhibitor | TMEM16A act | SKKanGAS inh | TRPC6 activator | MrgX1 allo act | RGS4 act | RGS4 inh | MrgX1 antag
Cc1c(CC(=O)O)c(=O)oc2cc(OCc3nn[nH]n3)ccc12
→ i | i | -100 | i | i | 5 | i | i | i | i | i
COC(=O)[C@@H]1C[C@@]2(O)[C@@H](O)[C@@H](O)[C@@H](O)C[C@H]2N1CC(c1ccccc1)c1ccccc1
→ i | i | 1 | i | i | 9 | i | i | i | i | i
Cc1ccccc1NC(=O)CNc1ccc(Cl)c(C(F)(F)F)c1
→ i | i | 2 | i | i | 0 | i | i | i | i | i
COc1ccc(C)cc1N(CC(=O)Nc1ccc(S(=O)(=O)N2CCOCC2)cc1)S(C)(=O)=O
→ i | i | 2 | i | i | -2 | i | i | i | i | -5.2*

# The listing continues:
SMILES,MrgX1 ag,ANO1 block,HDAC3 inhib,TRPC6 inhibitor,TMEM16A act,SKKanGAS inh,TRPC6 activator,MrgX1 allo act,RGS4 act,RGS4 inh,MrgX1 antag
CC1(C)Cc2c(sc3ncnc(NNC(=S)NCc4ccccc4)c23)CO1,i,i,3,i,i,-8,i,i,i,i,i
CCc1nn(C(C)C(=O)NCCN2CCCCCC2)c(=O)c2cc3occc3n12 (stereo not drawn),i,i,0,i,i,0,i,i,i,i,i
COc1ccc(C(=O)NCc2nnc(SCC(=O)c3ccccc3)n2C)cc1OC,i,i,.,i,i,32,i,i,i,i,i
O=C(c1cccc([N+](=O)[O-])c1)N1CCN(c2ncccn2)CC1,i,i,-3,i,i,-5,i,i,i,i,i
Cc1ccc(N(C(=O)c2csnn2)C(C(=O)NCc2ccccc2)c2ccccn2)cc1 (stereo not drawn),i,i,7,i,i,2,i,i,i,i,i
CC1CCN(CC(O)COC2CC(C)CCC2C(C)C)CC1 (stereo not drawn),i,i,6,i,i,-2,i,i,i,i,i
O=C(COc1ccc(S(=O)(=O)N2CCOCC2)cc1)NCCc1ccccc1,i,i,.,i,i,-10,i,i,i,i,i
Cc1ccccc1N1CCN(S(=O)(=O)c2nnc(NC(=O)c3ccco3)s2)CC1,i,i,-2,i,i,51*,i,i,i,i,i
Cc1cccc(C)c1NC(=O)CCCCCC1NC(=O)NC1C (stereo not drawn),i,i,-1,i,i,-1,i,i,i,i,i
Nc1c(Cl)cc(-c2csc(N3CCCC3c3nc4cc(Cl)c(N5CCCCC5)cc4n3CCCO)n2)cc1Cl (stereo not drawn),i,i,0,i,i,15,i,i,i,i,i
CCOc1ccc(NC(=O)CCc2nnc3ccc(N4CCC(C)CC4)nn23)cc1,i,i,5,i,i,-5,i,i,i,i,i
CCOC(=O)Cn1cc(/C=N/N2C(=O)C3C4C=CC(C4)C3C2=O)c2ccccc21 (stereo not drawn),i,i,-7,i,i,6,i,i,i,i,i
CCc1ccc(CNC(=O)C2CCC(=O)N2C2CCCCC2)cc1 (stereo not drawn),i,i,3,i,i,-1,i,i,i,i,i
O=C(O)/C=C/C(=O)Nc1ccc(C(=O)c2ccccc2)cc1,i,i,8,i,i,-11,i,i,i,i,i
Cc1cc(=O)[nH]c(SCc2ccccc2)n1,i,i,0,i,i,4,i,i,i,i,i
CN(C)C(=O)c1nc2ccc(Cl)cn2c1CNCc1cccc(OC(F)(F)F)c1,i,i,.,i,i,-15,i,i,i,i,i
O=C(CSc1nc(-c2ccccc2)cs1)NCCN1C(=O)CSC1=O,i,i,0,i,i,4,i,10*,i,i,i
CCOC(=O)c1[nH]cnc1C(=O)Nc1cccc(Cl)c1,i,i,-1,i,i,12,i,i,i,i,i
CNC(=O)COC(=O)/C=C/c1ccco1,i,i,10,i,i,-3,i,i,i,i,i
CCOC(=O)c1nn(-c2ccccc2)c(=O)cc1OCC(=O)Nc1cc(C)ccc1C,i,i,2,i,i,37,i,i,i,i,i
O=C(NCc1ccco1)C1CCN(S(=O)(=O)c2cccc([N+](=O)[O-])c2)CC1,i,i,-5,i,i,0,i,i,i,i,i
COCCCNc1nc2c(c(=O)n(C)c(=O)n2C)n1Cc1cccc(OC)c1,i,i,3,i,i,-1,i,i,i,i,i
O=C(O/N=C1\CCS(=O)(=O)c2sccc21)c1ccc(F)cc1,i,i,3,i,i,-35,i,i,i,i,i
Cc1cc(C(=O)Nc2ccccn2)cs1,i,i,0,i,i,7,i,i,i,i,i
Cc1cccc(NC(=O)CCc2ccc(C)o2)c1,i,i,-5,i,i,1,i,i,i,i,i
O=C(N/N=C/c1ccccc1O)C1CC(=O)N(c2ccc(F)cc2)C1 (stereo not drawn),i,i,3,i,i,-8,i,i,i,i,i
COc1ccc(OC)c(-n2c(SCC(=O)Nc3cc(C)on3)nnc2-c2c[nH]c3ccccc23)c1,i,i,3,i,i,5,i,i,i,i,i
N#C/C(=C/c1ccc(-c2ccc(C(=O)O)c(Cl)c2)o1)C(=O)NCC1CCCO1 (stereo not drawn),i,i,8,.,i,.,.,i,.,.,i
CCc1cccc(CC)c1NC(=O)CO/N=C(\N)CC(=O)NC1CCCCC1,i,i,.,i,i,-9,i,i,i,i,i
COc1ccc(-c2cc(C(=O)OCC(=O)N(C)C3CCS(=O)(=O)C3)c3ccccc3n2)cc1OC (stereo not drawn),i,i,3,i,i,2,i,i,i,i,i
CCO[C@H]1OC(C(=O)N2CCN(Cc3ccccc3)CC2)=C[C@@H](C)[C@@H]1CCCO,i,i,0,i,i,-6,i,i,i,i,i
Cc1cc(C(=O)N/N=C2/CC(C)CC(C)(C)C2)c(C)o1 (stereo not drawn),i,i,-5,i,i,-1,i,i,i,i,i
CC1(C)CC2(C)OCCN2C(=S)N1 (stereo not drawn),i,i,-3,i,i,6,i,i,i,i,i
COc1ccc(OC)c(-n2c(-c3ccn[nH]3)n[nH]c2=S)c1,i,i,5,i,i,5,i,i,i,i,i
Cc1noc2ncnc(N3CCCC3)c12,i,i,2,i,i,-3,i,i,i,i,i
COc1cccc(CN2CCN(c3cccc(C(F)(F)F)c3)CC2)c1OC,i,i,4,i,i,-2,i,i,i,i,i
CC(=O)N1CCc2cc(S(=O)(=O)CCC(=O)N(C)c3cc(C)ccc3C)ccc21,i,i,1,i,i,1,i,i,i,i,i
Cc1cccn2c(=O)c(C=O)c(N3CCC4(CC3)OCCO4)nc12,i,i,3,i,i,2,i,i,i,i,i
COc1cccc(CNC(=O)c2ccccc2NC(=O)C2=C(C)OCCS2)c1OC,i,i,3,i,i,0,i,i,i,i,i
COc1cc(/C=C2/C(=O)ON=C2C)ccc1OCc1cccc(F)c1,i,i,4,i,i,-4,i,i,i,i,i
O=C(Cn1cc(C(F)(F)F)ccc1=O)NCCc1ccc(Cl)cc1Cl,i,i,-3,i,i,2,i,i,i,i,i
Fc1ccccc1NC(=S)Nc1ccc(CN2CCOCC2)cc1,i,i,1,i,i,-5,i,i,i,i,i
CC1CCC2(CC1)NC(=O)N(CC(=O)c1cccn1C)C2=O (stereo not drawn),i,i,?,i,i,3,i,i,i,i,i
O=C(CSc1nnc(-c2ccc(Br)cc2)n1CCc1ccccc1)NC1CCS(=O)(=O)C1 (stereo not drawn),i,i,3,i,i,-3,i,i,i,i,i
CC(C)CC(=O)N1CCN(Cc2ccc(Br)cc2)CC1,i,i,-3,i,i,1,i,i,i,i,i
